ALDH1A1 block: qHTS Assay for Inhibitors of Aldehyde Dehydrogenase 1 (ALDH1A1) | AID 1030, 2008 | 220,000 tested, 7.3% active | Potency, µM (doses to about 75.3 µM), for inactives: at the highest dose activity, negative = inhibition, actives largely listed as inhibitors | Purified ALDH1A1, NADH fluorescence, propionaldehyde substrate | Aldehyde dehydrogenase 1A1 (Homo sapiens), P00352; active = well fitted inhibition curve with a large enough effect, not every such curve was filed as active; inconclusive = small, poorly fitted or top-dose-only effect, or another doubt; inactive = no such curve, though single readings can be large or run the other way;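 also: plate controls were no enzyme wells and a reference inhibitor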
Target sequence (P00352 whole entry, looked up): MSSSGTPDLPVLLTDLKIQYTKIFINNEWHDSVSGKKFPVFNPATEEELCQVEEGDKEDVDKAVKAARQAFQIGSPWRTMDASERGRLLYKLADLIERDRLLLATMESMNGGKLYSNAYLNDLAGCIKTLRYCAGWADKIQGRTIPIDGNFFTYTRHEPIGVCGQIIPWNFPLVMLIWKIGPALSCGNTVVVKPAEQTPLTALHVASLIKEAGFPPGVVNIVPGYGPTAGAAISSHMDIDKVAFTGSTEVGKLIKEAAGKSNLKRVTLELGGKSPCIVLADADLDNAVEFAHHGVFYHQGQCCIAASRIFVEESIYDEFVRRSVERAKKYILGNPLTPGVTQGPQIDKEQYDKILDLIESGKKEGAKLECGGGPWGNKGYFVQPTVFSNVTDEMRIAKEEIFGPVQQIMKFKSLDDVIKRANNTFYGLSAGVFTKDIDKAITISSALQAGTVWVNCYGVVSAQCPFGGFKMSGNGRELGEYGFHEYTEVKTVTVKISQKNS
GLA spleen mod: qHTS Assay for Inhibitors and Activators of Human alpha-Galactosidase From Spleen Homogenate; human spleen homogenate, 4MU-alpha-Gal fluorescence, 40 min; Potency, µM (series often up to 80 µM), inactives show at the highest dose activity change, negative = inhibition, hits mostly inhibitors; 240,000 tested, 0.008% active; AID 2107, 2009; active = well fitted inhibition curve with a large enough effect; inconclusive = small, poorly fitted or top-dose-only effect, or effect the other way;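 also: 0% = enzyme with vehicle and -100% = no enzyme basal signal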
Target sequence (P06280 32-429 limits assumed): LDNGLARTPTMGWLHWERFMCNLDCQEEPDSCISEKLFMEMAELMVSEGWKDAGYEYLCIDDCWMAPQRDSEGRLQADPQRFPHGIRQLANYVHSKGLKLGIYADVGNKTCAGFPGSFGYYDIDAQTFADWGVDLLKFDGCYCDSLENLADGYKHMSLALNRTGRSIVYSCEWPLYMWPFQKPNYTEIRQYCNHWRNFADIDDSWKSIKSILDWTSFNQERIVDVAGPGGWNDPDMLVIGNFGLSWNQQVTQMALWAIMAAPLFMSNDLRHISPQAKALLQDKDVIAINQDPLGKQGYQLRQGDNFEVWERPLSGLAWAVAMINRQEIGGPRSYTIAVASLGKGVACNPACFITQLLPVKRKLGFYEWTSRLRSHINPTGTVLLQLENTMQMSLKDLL
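Human spleen homogenate (1 ug) as enzyme source, 4-methylumbelliferyl-alpha-D-galactopyranoside 1 mM final, citrate/phosphate pH 5.0 with 0.01% Tween-20. Compounds 40 min at 37C, NaOH/glycine stop; fluorescence Ex 365/Em 440, Hill-fit AC50.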
* marks the source's active call; other numbers are inactive results; ? = inconclusive; . = not tested or not shown. Potency is read from the fitted curve at half-maximal effect. These rows are one share of the data; the hit share may differ from the screen's.

Start of the listing, in advance:
The line under a structure holds: ALDH1A1 block	GLA spleen mod
- Cn1cccc1C(=O)N1CCC2(CCN(C(=O)Nc3cccc(F)c3)CC2)CC1
    -1.6%	-0.4%
- O=C(c1csnn1)N1CCC2(CCCN(c3cccc(-c4ccccc4)c3)C2)CC1
    -8.2%	5.2%

The whole of this part, from the start:
The line under a structure holds: ALDH1A1 block	GLA spleen mod
- Cn1cccc1C(=O)N1CCC2(CCN(C(=O)Nc3cccc(F)c3)CC2)CC1
    -1.6%	-0.4%
- O=C(c1csnn1)N1CCC2(CCCN(c3cccc(-c4ccccc4)c3)C2)CC1
    -8.2%	5.2%
- COc1ccc(Oc2ncc3nc(-c4cccs4)c(=O)n(Cc4cccc(OC)c4)c3n2)cc1
    ?	17.3%
- Cc1noc(C)c1C(=O)N1CCC2(CCCN(C(=O)NC(C)C)C2)CC1
    15.8%	-5.6%
- CN1CCN(c2ncncc2-c2ccc(N(C)C)cc2)CC1
    -8.9%	3.7%
- Cn1c(=O)c(-c2cc(F)cc(F)c2)nc2cnc(Oc3ccccc3)nc21
    ?	-2.2%
- Cc1noc(C)c1C(=O)N1CCC[C@@]2(CCN(c3cccc(-c4ccccc4)c3)C2)C1
    -7.8%	6.3%
- Cn1cccc1C(=O)N1CCC2(CC1)CN(Cc1cc(C(F)(F)F)cc(C(F)(F)F)c1)C2
    2.0%	-5.9%
- COc1ccc(Oc2ncc3nc(-c4cccc(C#N)c4)c(=O)n(C)c3n2)cc1
    1.2%	-8.7%
- CC(=O)NCCNc1ncnc2ccc(-c3ccccc3C)cc12
    ?	6.4%
- COc1ccc(-c2nc3cnc(OC)nc3n(CCC#N)c2=O)cc1
    -14.8%	-7.1%
- Cc1noc(C)c1-c1cc(NCc2cccs2)ncn1
    -4.7%	0.4%
- CCNc1ncc2nc(-c3cc(F)cc(F)c3)c(=O)n(Cc3ccc(F)cc3)c2n1
    -14.2%	-7.3%
- CCNc1ncc2nc(-c3ccc(F)cc3)c(=O)n(-c3ccc(OC)cc3)c2n1
    ?	-29.3%
- Cc1noc(C)c1C(=O)N1CCC2(CCN(Cc3cc(C(F)(F)F)cc(C(F)(F)F)c3)CC2)CC1
    6.3%	-8.8%
- O=C(c1ccncc1)N1CCC2(CCN(Cc3ccccc3)CC2)CC1
    4.7%	-1.5%
- c1cncc(CNc2ncncc2-c2ccoc2)c1
    ?	-2.7%
- CC(=O)N1CCC2(CC1)CN(c1cccc(-c3ccccc3)c1)C2
    ?	-2.2%
- O=C(c1cc(C(F)(F)F)cc(C(F)(F)F)c1)N1CCC2(CCCN(c3ccccc3)C2)CC1
    9.1%	12.7%
- COc1ccc(NC(=O)N2CC3(CCN(C(=O)c4cnccn4)CC3)C2)cc1
    4.4%	-7.2%
- COc1ncc2nc(-c3cc(F)cc(F)c3)c(=O)n(C3CC3)c2n1
    ?	-2.9%
- CN(C)c1ncc2nc(-c3ccc(Cl)cc3)c(=O)n(C)c2n1
    ?	5.9%
- COc1ccc(-n2c(=O)c(-c3ccccc3)nc3cnc(N4CCNCC4)nc32)cc1
    -1.6%	-29.2%
- N#Cc1ccc(CN2CC[C@@]3(CCCN(C(=O)c4cnccn4)C3)C2)cc1
    2.1%	-3.6%
- CC(=O)N1CCC2(CCCN(Cc3cc(C(F)(F)F)cc(C(F)(F)F)c3)C2)CC1
    -0.1%	-0.5%
- COc1ccccc1-c1nc(NC2CC2)c2ccccc2n1
    -12.1%	-8.8%
- COc1ccc(-c2nc3cnc(N4CCN(C)CC4)nc3n(CCC#N)c2=O)cc1
    ?	5.4%
- COc1ccc(-c2nc3cnc(N4CCN(C)CC4)nc3n(-c3ccc(OC)cc3)c2=O)cc1
    ?	16.8%
- COc1ccccc1CN1CC[C@@]2(CCCN(C(=O)c3cc(C(F)(F)F)cc(C(F)(F)F)c3)C2)C1
    ?	-3.2%
- c1ccc(-c2cccc(N3CC[C@@]4(CCCNC4)C3)c2)cc1
    ?	6.5%
- COC(=O)N1CCC2(CCN(C(=O)Nc3ccccc3)CC2)CC1
    8.1%	-2.1%
- CN(C)c1ncnc2ccc(-c3ccccc3C(F)(F)F)cc12
    ?	5.8%
- O=C(Nc1ccccc1)N1CCCC2(CCN(C(=O)c3cc(C(F)(F)F)cc(C(F)(F)F)c3)CC2)C1
    4.5%	-1.6%
- O=c1c(-c2ccc(Cl)cc2)nc2cnc(N3CCOCC3)nc2n1-c1ccccc1
    ?	22.7%
- COc1ccc(-n2c(=O)c(C)nc3cnc(Nc4ccccc4)nc32)cc1
    -4.5%	2.8%
- COc1ccc(C(=O)N2CCC3(CCN(Cc4ccccc4)CC3)CC2)cc1
    -3.8%	12.2%
- COc1ncc2nc(-c3ccccc3)c(=O)n(-c3ccccc3)c2n1
    ?	12.3%
- O=c1c(-c2cc(F)cc(F)c2)nc2cnc(N3CCOCC3)nc2n1C1CC1
    ?	15.5%
- Cc1ccccc1-c1nc(N2CCOCC2)c2ccccc2n1
    ?	14.3%
- CS(=O)(=O)N1CCC2(CCN(c3cccc(-c4ccccc4)c3)CC2)CC1
    -2.2%	-14.4%
- COc1ccccc1-c1ccc2ncnc(NCCN3CCOCC3)c2c1
    -0.8%	-8.0%
- COc1ccc(-n2c(=O)c(-c3cccs3)nc3cnc(N(C)C)nc32)cc1
    ?	-3.8%
- CN(C)c1ncc2nc(-c3ccc(Cl)cc3)c(=O)n(Cc3cccs3)c2n1
    ?	5.3%
- CN(C)C(=O)c1ccc(-c2ccc3ncnc(N4CCNCC4)c3c2)cc1
    -17.1%	3.1%
- CN(Cc1ccco1)c1nc(-c2ccoc2)nc2ccccc12
    ?	-25.9%
- O=S(=O)(c1ccccc1)N1CCC[C@@]2(CCN(c3ccccc3)C2)C1
    ?	1.4%
- O=c1c(-c2cccc(Cl)c2)nc2cncnc2n1Cc1ccccc1Cl
    2.1%	5.2%
- COc1cccc(Cn2c(=O)c(C)nc3cnc(OCc4ccccc4)nc32)c1
    ?	1.7%
- COc1ncc2nc(-c3cccs3)c(=O)n(CCC#N)c2n1
    ?	.
- COc1cccc(Nc2ncc3nc(CCc4ccccc4)c(=O)n(Cc4cccs4)c3n2)c1
    ?	-2.8%
- Cc1ccccc1-c1nc(Nc2ccncc2)c2ccccc2n1
    ?	-2.3%
- COc1ccc(CNc2ncnc3ccc(-c4cccc(C#N)c4)cc23)c(OC)c1
    ?	-2.2%
- O=C(c1cnccn1)N1CCC2(CCCN(c3ccc(-c4ccccc4)cc3)C2)CC1
    ?	-0.9%
- Cc1nc2cnc(Oc3ccccc3)nc2n(CCC#N)c1=O
    ?	4.3%
- COc1ncc2nc(-c3ccc(F)cc3)c(=O)n(-c3ccccc3)c2n1
    ?	10.0%
- CC(C)CN1CCCC2(CCN(C(=O)c3ccco3)CC2)C1
    ?	-0.9%
- CS(=O)(=O)N1CCC[C@@]2(CCN(c3ccccn3)C2)C1
    ?	-3.7%
- O=c1c(-c2ccccc2)nc2cnc(N3CCOCC3)nc2n1-c1ccccc1
    ?	9.1%
- O=C(c1cccc(F)c1)N1CCC[C@@]2(CCN(c3ccncc3)C2)C1
    3.2%	5.7%
- COc1ccc(-c2nc3cnc(N4CCNCC4)nc3n(-c3ccc(OC)cc3)c2=O)cc1
    ?	12.9%

Quoted at random: 3 entries already listed.
The line under a structure holds: ALDH1A1 block	GLA spleen mod
- Cc1ccccc1-c1nc(Nc2ccncc2)c2ccccc2n1
    ?	-2.3%
- CN(C)c1ncc2nc(-c3ccc(Cl)cc3)c(=O)n(Cc3cccs3)c2n1
    ?	5.3%
- CS(=O)(=O)N1CCC2(CCN(c3cccc(-c4ccccc4)c3)CC2)CC1
    -2.2%	-14.4%

In a second layout: entries from further up.
compound | ALDH1A1 block | GLA spleen mod
O=c1c(-c2cc(F)cc(F)c2)nc2cnc(N3CCOCC3)nc2n1C1CC1 | ? | 15.5%
Cc1ccccc1-c1nc(N2CCOCC2)c2ccccc2n1 | ? | 14.3%
COc1cccc(Nc2ncc3nc(CCc4ccccc4)c(=O)n(Cc4cccs4)c3n2)c1 | ? | -2.8%
COc1ccc(-c2nc3cnc(N4CCNCC4)nc3n(-c3ccc(OC)cc3)c2=O)cc1 | ? | 12.9%
O=S(=O)(c1ccccc1)N1CCC[C@@]2(CCN(c3ccccc3)C2)C1 | ? | 1.4%

Further compounds follow:
The line under a structure holds: ALDH1A1 block	GLA spleen mod
- COc1ccc(Oc2ncc3nc(-c4cn(C)c5ccccc45)c(=O)n(C4CC4)c3n2)cc1
    7.5%	5.3%
- Cc1nc2cnc(Nc3ccccc3)nc2n(C2CC2)c1=O
    3.0%	1.8%
- COc1ccccc1-c1nc(N2CCN(C)CC2)c2ccccc2n1
    3.8%	-6.0%
- Cn1cc(-c2nc3cnc(Oc4ccccc4)nc3n(C3CC3)c2=O)c2ccccc21
    -0.9%	14.3%
- COCC(=O)N1CCC2(CCCN(Cc3ccc(C#N)cc3)C2)CC1
    -3.6%	9.7%
- COCCn1c(=O)c(-c2ccc(Cl)cc2)nc2cnc(N(C)C)nc21
    ?	?
- COc1ccc2[nH]cc(CCNc3ccnc(-c4ccccc4C)n3)c2c1
    ?	31.6µM*
- COc1ccccc1CCn1c(=O)c(-c2ccc(Cl)cc2)nc2cncnc21
    6.2%	-3.5%
- COc1ccc(-c2nc3cnc(Oc4ccccc4)nc3n(Cc3cccs3)c2=O)cc1
    ?	-0.4%
- COC(=O)N1CCC2(CCN(Cc3ccccc3)CC2)CC1
    4.6%	7.6%
- c1nc(N2CCNCC2)c2cc(-c3ccoc3)ccc2n1
    ?	2.8%
- CNc1cc(-c2ccccc2C(F)(F)F)ncn1
    2.8%	10.1%
- N#CCCn1c(=O)c(-c2cc(F)cc(F)c2)nc2cnc(OCc3ccccc3)nc21
    ?	3.0%
- c1cncc(-c2nc(-n3ccnc3)c3ccccc3n2)c1
    6.1%	5.5%
- COCCn1c(=O)c(C)nc2cnc(OC)nc21
    ?	15.1%
- CS(=O)(=O)Nc1cccc(-c2ccc3ncnc(NC4CCNCC4)c3c2)c1
    ?	-1.9%
- COc1ccc2[nH]cc(CCNc3ncncc3-c3cccc(NS(C)(=O)=O)c3)c2c1
    -9.0%	11.2%
- COc1ccc(-c2nc3cnc(Oc4cccc(Cl)c4)nc3n(C3CC3)c2=O)cc1
    ?	8.0%
- COCCn1c(=O)cnc2cnc(N(C)C)nc21
    -1.7%	6.4%
- Cc1nc2cnc(Oc3ccccc3)nc2n(C)c1=O
    ?	5.7%
- COc1cccc(Nc2ncc3nc(-c4ccc(F)cc4)c(=O)n(C[C@H]4CCCO4)c3n2)c1
    -11.9%	2.5%
- COc1ncc2nc(-c3cccs3)c(=O)n(-c3ccccc3)c2n1
    ?	14.4%
- COc1ccc(C(=O)N2CCC[C@@]3(CCN(c4ncccn4)C3)C2)cc1
    ?	-2.1%
- O=C(c1ccco1)N1CCC2(CC1)CCN(c1ccccc1)CC2
    ?	17.8%
- CC(=O)N1CCC2(CCN(Cc3nccs3)CC2)CC1
    1.1%	-4.8%
- COCCNc1ncnc2ccc(-c3ccccc3OC)cc12
    ?	-1.4%
- O=C(c1cccc(F)c1)N1CCC2(CC1)CN(c1cccc(-c3ccccc3)c1)C2
    ?	-3.6%
- O=C(c1cccc(F)c1)N1CCC2(CC1)CN(c1ccc(-c3ccccc3)cc1)C2
    ?	3.0%
- COCCn1c(=O)c(-c2cccs2)nc2cncnc21
    ?	?
- CCNc1ncc2nc(-c3cn(C)c4ccccc34)c(=O)n(CCC#N)c2n1
    ?	11.2%
- Cc1ccccc1-c1nccc(NCc2cccnc2)n1
    ?	-1.8%
- N#Cc1ccc(CN2CC[C@@]3(CCCN(S(=O)(=O)c4ccccc4)C3)C2)cc1
    -8.3%	-7.3%
- COc1ncc2nc(-c3ccc(F)cc3)c(=O)n(Cc3cccs3)c2n1
    ?	10.0%
- COc1ccccc1-c1cncnc1NCc1ccccc1
    -4.3%	-1.2%
- COc1cccc(Cn2c(=O)c(C)nc3cnc(N4CCOCC4)nc32)c1
    ?	1.1%
- O=c1c(-c2ccccc2)nc2cncnc2n1Cc1ccccc1
    ?	-1.2%
- O=C(c1cnccn1)N1CCC[C@@]2(CCN(c3cccc(-c4ccccc4)c3)C2)C1
    -9.0%	-11.9%
- COc1ccc(C(=O)N2CCC3(CCCN(c4cccc(-c5ccccc5)c4)C3)CC2)cc1
    22.4µM*	6.7%
- N#Cc1cccc(-c2nc(NCc3ccccc3)c3ccccc3n2)c1
    ?	-3.6%
- COc1cccc(Cn2c(=O)c(-c3cccc(Cl)c3)nc3cncnc32)c1
    -8.5%	-5.4%
- Cn1cccc1C(=O)N1CCC2(CCN(Cc3ccc(C#N)cc3)CC2)CC1
    -4.1%	1.8%

Arranged by the number under GLA spleen mod (descending): 5 of the compounds above
The line under a structure holds: ALDH1A1 block	GLA spleen mod
- COc1ccc(C(=O)N2CCC3(CCCN(c4cccc(-c5ccccc5)c4)C3)CC2)cc1
    22.4µM*	6.7%
- Cn1cccc1C(=O)N1CCC2(CCN(Cc3ccc(C#N)cc3)CC2)CC1
    -4.1%	1.8%
- O=c1c(-c2ccccc2)nc2cncnc2n1Cc1ccccc1
    ?	-1.2%
- N#Cc1ccc(CN2CC[C@@]3(CCCN(S(=O)(=O)c4ccccc4)C3)C2)cc1
    -8.3%	-7.3%
- O=C(c1cnccn1)N1CCC[C@@]2(CCN(c3cccc(-c4ccccc4)c3)C2)C1
    -9.0%	-11.9%

Source: PubChem BioAssay (National Center for Advancing Translational Sciences (NCATS))
